# Compound activity from PubChem.
# UHRF1 MBD2 ctr: UHRF1 methylated DNA binding inhibitors, primary screen, counter-screen for MBD2 inhibitor project, biochemical, TR-FRET, human UHRF1, single concentration; inhibition, % at 4.4 µM; AID 687016, 2013; 370,000 compounds, 0.75% hits; E3 ubiquitin-protein ligase UHRF1 (Homo sapiens), Q96T88; UHRF1 binding to methylated oligo; in the data active means inhibition above about 21%;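 further: UHRF1 SRA domain binding a hemimethylated CpG hairpin DNA probe; 0% = median of test compound wells and 100% = reference inhibitor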
# Target sequence (Q96T88 whole entry, looked up, the tested form may be a part): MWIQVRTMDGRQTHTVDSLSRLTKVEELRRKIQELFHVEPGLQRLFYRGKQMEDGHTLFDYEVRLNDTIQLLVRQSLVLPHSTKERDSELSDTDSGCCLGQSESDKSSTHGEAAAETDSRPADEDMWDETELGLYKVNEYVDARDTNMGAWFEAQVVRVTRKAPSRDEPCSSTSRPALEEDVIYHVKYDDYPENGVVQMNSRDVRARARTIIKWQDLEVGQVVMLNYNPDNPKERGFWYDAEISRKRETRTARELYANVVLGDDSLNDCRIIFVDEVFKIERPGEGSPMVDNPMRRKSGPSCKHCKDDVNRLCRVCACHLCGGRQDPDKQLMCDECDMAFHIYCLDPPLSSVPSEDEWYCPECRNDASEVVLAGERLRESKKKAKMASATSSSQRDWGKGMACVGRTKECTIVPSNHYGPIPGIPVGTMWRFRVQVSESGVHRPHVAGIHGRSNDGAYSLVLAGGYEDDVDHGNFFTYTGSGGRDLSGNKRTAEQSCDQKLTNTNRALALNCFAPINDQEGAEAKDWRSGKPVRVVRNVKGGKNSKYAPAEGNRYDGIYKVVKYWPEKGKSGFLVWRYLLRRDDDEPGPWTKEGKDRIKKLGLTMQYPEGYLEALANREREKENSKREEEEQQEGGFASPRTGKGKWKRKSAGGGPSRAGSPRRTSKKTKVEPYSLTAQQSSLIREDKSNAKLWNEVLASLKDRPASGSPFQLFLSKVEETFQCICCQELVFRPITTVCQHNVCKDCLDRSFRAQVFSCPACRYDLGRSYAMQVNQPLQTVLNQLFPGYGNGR
# PLCb3 inh: human PLC-beta3 inhibitors, primary screen, biochemical, fluorescence; 1-phosphatidylinositol 4,5-bisphosphate phosphodiesterase beta-3 (Homo sapiens), Q01970; Purified PLC-beta3, fluorogenic substrate; inhibition, % at 12.2 µM; 370,000 compounds, 0.18% hits; in the data active means inhibition above about 11%;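 further: 0% = median of compound wells on plate and 100% = full blocker control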
# MBD2 inh: inhibitors of MBD2 binding to methylated DNA, primary screen, biochemical, TR-FRET, DNA-binding domain, human. Methyl-CpG-binding domain protein 2 (Homo sapiens), Q9UBB5. MBD2 binding to methylated oligonucleotide. inhibition, % at 4.4 µM. 370,000 compounds, 0.31% hits. AID 686964, 2013; in the data active means inhibition above about 13%
# PLCg1 inh: PLC-gamma1 enzyme inhibitors, primary screen, biochemical, fluorescence, purified enzyme; 1-phosphatidylinositol 4,5-bisphosphate phosphodiesterase gamma-1 (Homo sapiens), P19174; fluorogenic substrate; inhibition, % at 12.2 µM; 370,000 compounds, 0.84% hits; AID 720700, 2013; in the data active means inhibition above about 9.5%
# ARFGAP1 inh: inhibitors of rat ARFGAP1 GAP activity, primary screen, biochemical, fluorescence polarization, GDP tracer; ADP-ribosylation factor GTPase-activating protein 1 (Rattus norvegicus), Q62848; Arfgap1-stimulated ARF1 GTP hydrolysis, GDP FP detection; inhibition, % at 16.5 µM; 360,000 compounds, 0.26% hits; AID 651572, 2012;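 active means inhibition above a per-plate limit, mean inhibition of low control wells plus 3 SD, cut at about 25% in these data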;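 further: 0% = DMSO wells with enzyme and 100% = wells lacking Arfgap1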
#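 Assay system: purified rat His6-Arfgap1 residues 1-136 (GAP domain); Reagent: human Δ17 ARF1 bound to GTP; Dosing: 16.5 µM single point, 1.26% DMSO; Times: GTP hydrolysis reaction 2 h at 25 °C; Signal: FP, GDP Alexa 633 tracer displaced from anti-GDP antibody, 620/688 nm; Measure: % inhibition from polarization.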
# ADAM17 inh: ADAM17 inhibitors, primary screen, biochemical, QFRET | Disintegrin and metalloproteinase domain-containing protein 17 (Homo sapiens), P78536 | recombinant ADAM17, EDANS/DABCYL FRET peptide cleavage | inhibition, % at 6.95 µM | 370,000 compounds, 0.83% hits;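 active means inhibition above the mean of compounds lying between control limits plus 3 SD, set per campaign, cut at about 8.5% in these data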;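 further: 0% = DMSO-only wells as the low control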
# Tn6 DDE FP: inhibitors of Tn6 peptide binding to fibrin DD(E), primary screen, biochemical, fluorescence polarization, human fibrin, Tn6 probe. Fibrinogen beta chain (Homo sapiens), P02675. Fibrin DD(E) TRITC-Tn6 fluorescence polarization displacement. inhibition, % at 8.3 µM. 370,000 compounds, 0.21% hits. AID 720509, 2013;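 active means inhibition above a per-campaign cutoff: mean of compounds within control limits plus 3 SD, cut at about 15% in these data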;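 further: 0% = median of all compound wells on the plate and 100% = blocking peptide control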
# ASAP1 inh: inhibitors of human ASAP1 ArfGAP activity, primary screen, biochemical, fluorescence polarization; ASAP1-stimulated ARF1 GTP hydrolysis, GDP FP detection; inhibition, % at 16.5 µM; 360,000 compounds, 0.19% hits; in the data active means inhibition above about 25%;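 further: 0% = vehicle with enzyme and substrate and 100% = no enzyme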
# KLK7 zymogen act: proKLK7 zymogen activators, primary screen, biochemical, fluorescence intensity; Kallikrein-7 (Homo sapiens), P49862; purified proKLK7, EDANS-DABCYL substrate fluorescence; 100% is mature enzyme control, 0% vehicle; activation, % at 7 µM; 370,000 compounds, 0.9% hits; AID 652039, 2013;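 active means activation above the mean of all tested compounds plus 3 SD, computed per campaign excluding outliers beyond control limits, cut at about 13% in these data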
# Target sequence (P49862 whole entry, looked up): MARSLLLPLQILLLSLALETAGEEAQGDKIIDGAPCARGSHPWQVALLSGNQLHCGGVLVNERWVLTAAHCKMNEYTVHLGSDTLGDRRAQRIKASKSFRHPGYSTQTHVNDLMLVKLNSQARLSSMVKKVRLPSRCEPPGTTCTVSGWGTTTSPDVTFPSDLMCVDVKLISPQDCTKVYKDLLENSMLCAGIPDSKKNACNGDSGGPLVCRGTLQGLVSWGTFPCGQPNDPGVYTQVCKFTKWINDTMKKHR
# Tn7 DDE FP: inhibitors of Tn7 peptide binding to fibrin DD(E), primary screen, biochemical, fluorescence polarization, human fibrin, Tn7 probe | Fibrinogen beta chain (Homo sapiens), P02675 | FP displacement of FITC-Tn7 peptide from fibrin DD(E); 0% = median of compound wells per plate | inhibition, % at 8.3 µM | 370,000 compounds, 0.13% hits;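 active means inhibition above the mean of compounds falling within the control limits plus 3 SD of them, cut at about 14% in these data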;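 further: 0% = plate median of compound wells and 100% = 10 µM Aha-Tn7 peptide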
#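 system = human fibrin DD(E) protein | quantity = DD(E) 2 µM final | medium = Tris/NaCl/CaCl2 buffer, pH 7.8 | also added = labelled Tn7 tracer, 0.1 µM | compound dosing = single point at 8.3 µM | timing = compound with protein 10 min, then 3 h after probe, room temperature | signal = FP measurement | benchmarks = Aha-Tn7 high control | repeats = one replicate per compound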
# Numbers without * were called inactive; i = inactive.
# Keys – A = UHRF1 MBD2 ctr; B = PLCb3 inh; C = MBD2 inh; D = PLCg1 inh; E = ARFGAP1 inh; F = ADAM17 inh; G = Tn6 DDE FP; H = ASAP1 inh; I = KLK7 zymogen act; J = Tn7 DDE FP
CCOc1ccc(/C=C2/C(=O)N(c3ccc(OC)cc3)C(=S)N2CC(=O)OC)cc1OCC
  A: 1; B: -3; C: -3; D: -4; E: 1; F: 3; G: 6; H: -2; I: 0.1; J: 3

CCOC(=O)N1CCN(C(=O)c2cn(CC)c3ccc(S(=O)(=O)N(C)C4CCCCC4)cc3c2=O)CC1
  A: -1; B: -4; C: -3; D: 3; E: 8; F: -1; G: 5; H: 10; I: -1.3; J: -4

O=C(N/N=C/c1cn(-c2ccccc2)nc1-c1cccnc1)c1cccnc1
  A: -1; B: -3; C: -3; D: -2; E: -6; F: -1; G: -1; H: 6; I: 0.1; J: 1

Cc1ccc(C(=O)Nc2ccc(C(=O)N3CCCCC3)cc2)o1
  A: -1; B: -5; C: -2; D: -1; E: -7; F: -1; G: 5; H: -2; I: 0.4; J: -1

O=C(c1cc(S(=O)(=O)N2CCN(c3ccccc3)CC2)ccc1Cl)N1CCCC(C(F)(F)F)C1 (stereo unspecified)
  A: -3; B: -2; C: -3; D: 2; E: 6; F: 0; G: 1; H: -3; I: -0.2; J: 1

Fc1ccc(CSc2nnc(-c3cccnc3)o2)cc1
  A: 0; B: 2; C: -2; D: 2; E: 6; F: -3; G: -5; H: 2; I: 0.1; J: 4

O=C(NNC(=O)C1CCCN(c2ncccn2)C1)c1ccc(F)cc1 (stereo unspecified)
  A: -3; B: -15; C: 3; D: -14; E: -2; F: -8; G: -7; H: -1; I: 0.1; J: 6

COc1cccc(C2=CC(=O)CC(C)(C)C2)c1
  A: -2; B: -84; C: -3; D: -85; E: -7; F: -12; G: 4; H: -12; I: 1.1; J: 10

Cc1ccc2[nH]c(=O)c(CN(CCCO)C(C)c3nnnn3Cc3ccco3)cc2c1 (stereo unspecified)
  A: 1; B: -23; C: 3; D: -16; E: -4; F: -7; G: 6; H: 7; I: 0.2; J: 1

CC(NC(=O)Cn1ccsc1=N)C12CC3CC(CC(C3)C1)C2 (stereo unspecified)
  A: -2; B: -1; C: -7; D: 3; E: 1; F: -2; G: 6; H: -6; I: 0.5; J: -2

CC(C)Cn1nc(C(=O)NCc2ccccc2CN2CCCC2)c2ccccc2c1=O
  A: -2; B: -6; C: -6; D: -9; E: 15; F: 3; G: 10; H: 5; I: -0.5; J: -6

O=S(=O)(c1ccc(Br)cc1)N1CCCN(Cc2ccccc2F)CC1
  A: -2; B: -2; C: 5; D: -1; E: -5; F: -1; G: -2; H: 12; I: 0.4; J: -1

COc1ccc2c(c1)CCc1c(C(=O)N3CCCC3)noc1-2
  A: -1; B: -1; C: 7; D: 0; E: 1; F: -6; G: 0; H: -3; I: 0.0; J: 2

O=C(N[C@H]1CCC(=O)N([C@H](CSc2ccccc2)Cc2ccccc2)CC1)OCc1ccccc1
  A: -2; B: 3; C: -4; D: 2; E: 3; F: 5; G: -5; H: -16; I: 0.7; J: -4

Cc1sc2ncn(CC(=O)N3CCCCC3)c(=O)c2c1C
  A: 7; B: 0; C: 7; D: 0; E: 0; F: -5; G: 0; H: 4; I: 0.2; J: 6

CCC(C)(C)n1nnnc1C(c1ccc(F)cc1)N1CCC(C(N)=O)CC1 (stereo unspecified)
  A: -1; B: 4; C: 0; D: 1; E: -5; F: -2; G: -1; H: -1; I: -0.9; J: -2

CCOC(=O)C(=O)N(C)c1c(CC)nc2c(OCc3cccc(OC)c3)cccn12
  A: -2; B: -4; C: 3; D: -1; E: -3; F: -7; G: 6; H: 1; I: 0.2; J: -4

C=CCOc1ccc(CNn2cn[nH]c2=S)cc1OC
  A: 2; B: 7; C: -6; D: 3; E: 2; F: 2; G: 1; H: -7; I: -0.4; J: -5

CC(=O)NC(C)C12CC3CC(CC(C(=O)O)(C3)C1)C2 (stereo unspecified)
  A: 2; B: 9; C: 0; D: 7; E: -8; F: -3; G: -5; H: 10; I: 0.6; J: 2

Cc1ccc(C(C)C)cc1S(=O)(=O)Nc1ccncc1
  A: 28*; B: -3; C: -5; D: 4; E: 2; F: -4; G: 1; H: 12; I: -0.5; J: 2

N#Cc1cc(S(=O)(=O)N2CCOCC2)ccc1N1CCOCC1
  A: 3; B: -80; C: 2; D: -51; E: 13; F: -15; G: -6; H: 6; I: -0.6; J: 3

Cc1ccc2nc3c(c(C(=O)OCC(=O)NC4CCS(=O)(=O)C4)c2c1)CCCC3 (stereo unspecified)
  A: -2; B: -46; C: -1; D: -39; E: 6; F: -45; G: 5; H: 0; I: 0.0; J: 1

CC(OC(=O)C1COc2ccccc2O1)C(=O)c1ccccc1 (stereo unspecified)
  A: -2; B: 0; C: 5; D: 2; E: -14; F: 0; G: 1; H: -14; I: -0.5; J: 1

CN(CC(=O)Nc1ccccc1Cl)C(=O)C1CCN(C(=O)c2ccc(F)cc2)CC1
  A: 1; B: -3; C: 4; D: 4; E: 5; F: -5; G: 2; H: 4; I: -0.3; J: 1

O=C(CSc1nc2cc([N+](=O)[O-])ccc2n1-c1ccccc1)NCc1ccc2c(c1)OCO2
  A: -5; B: 2; C: -6; D: 1; E: -2; F: 0; G: 7; H: -8; I: -0.2; J: -5

# (more compounds)
# Keys – A = UHRF1 MBD2 ctr; B = PLCb3 inh; C = MBD2 inh; D = PLCg1 inh; E = ARFGAP1 inh; F = ADAM17 inh; G = Tn6 DDE FP; H = ASAP1 inh; I = KLK7 zymogen act; J = Tn7 DDE FP
O=C(Nc1ccc(N2CCOCC2)nc1)c1ccc(F)cc1
  A: 6; B: 1; C: 4; D: 0; E: -1; F: -3; G: -6; H: -12; I: 0.0; J: 2

O=C(O)CC1(Cc2nc(-c3cccs3)no2)CCCC1
  A: 1; B: 1; C: -3; D: 2; E: -8; F: -3; G: 8; H: -8; I: 0.1; J: -3

Cc1ccnc(NC(=O)c2ccc(Cl)c([N+](=O)[O-])c2)c1
  A: 0; B: 8; C: -6; D: 3; E: -8; F: 2; G: -7; H: -2; I: 0.6; J: -6

COC(=O)c1ccccc1NC(=O)C1CC(=O)N(c2ccccc2)C1 (stereo unspecified)
  A: 10; B: 5; C: -2; D: 2; E: -19; F: -1; G: -6; H: 6; I: 0.3; J: 2

COc1cc(Nc2ncc3c(n2)CCN(C(=O)Nc2ccc(C(C)C)cc2)C3)cc(OC)c1OC
  A: 3; B: -4; C: 1; D: -1; E: -13; F: 2; G: -5; H: 5; I: 0.4; J: 2

CC(=O)NS(=O)(=O)c1ccc(NC(=O)c2ccc(NC(=O)c3cccs3)cc2)cc1
  A: -1; B: -5; C: -1; D: 1; E: -5; F: -8; G: -7; H: 1; I: 0.5; J: 6

CCCN(C)C1CN(Cc2cn(Cc3cc(C)cc(C)c3)nn2)S(=O)(=O)C1 (stereo unspecified)
  A: 22*; B: 0; C: 7; D: 4; E: 0; F: 0; G: -5; H: 2; I: -0.5; J: -8

O=C(CC1CC1)Nc1ccc2c(c1)[C@@H]1C[C@H](CC(=O)NC3CCCC3)O[C@@H](CO)[C@@H]1O2
  A: 4; B: -1; C: 5; D: -1; E: 5; F: 0; G: -5; H: -6; I: -0.3; J: 9

Cc1cc(C)c2cc(C#N)c(N3CCCC3)nc2c1
  A: -6; B: -287; C: 5; D: -165; E: -12; F: -183; G: 5; H: 1; I: 7.3; J: 5

COCCNC(=O)CSc1nc(N)c(NC(=O)c2ccco2)c(=O)[nH]1
  A: 8; B: -12; C: 7; D: -1; E: 5; F: -1; G: -6; H: -9; I: 0.4; J: -5

CC(C)C(=O)Nc1cccc(C(=O)Nc2nccs2)c1
  A: 7; B: -1; C: 4; D: -1; E: 7; F: -3; G: -10; H: 10; I: 0.4; J: -8

O=C(O)c1cc(N/N=C/c2ccc(N3CCOCC3)s2)ccc1Cl
  A: 93*; B: -12; C: 43*; D: -6; E: -14; F: -1; G: 5; H: -4; I: -0.9; J: 3

CC(C)(C)OC(=O)NCCCCCc1nnc(SCc2ccccc2F)o1
  A: 0; B: -7; C: 1; D: -5; E: 1; F: 4; G: 2; H: 3; I: 0.4; J: 4

COc1ccc(-c2cc(C(=O)NCC3CCCO3)c3cc(C(C)C)ccc3n2)cc1 (stereo unspecified)
  A: -1; B: i; C: -5; D: -361; E: -2; F: -121; G: -3; H: 8; I: -40; J: 1

COc1ccc(-n2c(SCC(=O)N3CCN(c4ccccc4)CC3)nc3c(c2=O)SCC3)cc1
  A: 0; B: 3; C: 0; D: 5; E: -6; F: 4; G: 0; H: 6; I: 0.6; J: -3

O=C(Nc1ccccc1)N(C1=NCCC1)c1ccc(OC(F)F)cc1
  A: -1; B: 0; C: -6; D: -1; E: 8; F: -3; G: -2; H: 1; I: -0.6; J: -3

O=S1(=O)CC(N2CCN(CC3CC3)CC2)CN1C1CCCC1 (stereo unspecified)
  A: -1; B: 2; C: 5; D: 1; E: -2; F: -21; G: 1; H: 10; I: 0.6; J: -6

Cc1cccc(NC(=O)C2CCCN(C(=O)Nc3ccc(F)cc3)C2)c1 (stereo unspecified)
  A: -1; B: -3; C: 1; D: 2; E: 3; F: 0; G: 1; H: -6; I: 0.5; J: 3

COc1ccccc1C(=O)N1CCc2ccccc21
  A: 0; B: 3; C: 1; D: 0; E: 3; F: -3; G: 2; H: 8; I: -1.0; J: -5

O=S(=O)(/N=C(/Nc1cccc2ccccc12)c1ccccc1)c1ccc(Br)cc1
  A: 0; B: -11; C: 3; D: 2; E: 8; F: -1; G: 6; H: -5; I: -0.4; J: 9
